Source: PubChem (Sanford-Burnham Center for Chemical Genomics)
GRIN3A LBD mod = NR3A (human) ligand-binding domain modulation. NR3A LBD differential scanning fluorimetry, Tm shift; 0% = protein alone, 100% = glycine-bound protein. Tm shift relative to glycine control, % at 25 µM. 340,000 tested, 2.5% active;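 active = melting temperature shift of at least 10% of the positive control shift, at one fixed dose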
APJ antagonist = blocks the human apelin receptor APJ. inhibition, % at 20 µM. P35414. CHO-K1 APJ beta-arrestin complementation, luminescence. 330,000 tested, 0.32% active;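 active = inhibition above about 40% at 20 µM, limit read from the data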;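 note: cells challenged with 10 nM apelin-13 agonist together with compound; plate controls were apelin-13 plus DMSO wells for no effect and DMSO wells lacking apelin-13 for full effect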
Target sequence (P35414 whole entry, looked up): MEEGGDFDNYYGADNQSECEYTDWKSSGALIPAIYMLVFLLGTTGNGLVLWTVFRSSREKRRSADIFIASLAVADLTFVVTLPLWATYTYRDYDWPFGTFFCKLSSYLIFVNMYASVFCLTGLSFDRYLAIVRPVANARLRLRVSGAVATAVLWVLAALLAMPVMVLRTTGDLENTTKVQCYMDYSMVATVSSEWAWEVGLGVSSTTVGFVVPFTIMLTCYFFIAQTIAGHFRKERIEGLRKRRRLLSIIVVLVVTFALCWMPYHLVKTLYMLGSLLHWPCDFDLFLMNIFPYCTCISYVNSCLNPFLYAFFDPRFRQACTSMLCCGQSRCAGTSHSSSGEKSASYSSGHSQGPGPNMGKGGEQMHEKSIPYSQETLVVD
tim23-1 inh = tim23-1 yeast growth inhibition; S. cerevisiae tim23-1 growth, BacTiter-Glo luminescence, 24 h; 330,000 tested, 1.3% active; inhibition, % at 20 µM;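 active = growth inhibition of the mutant yeast at or above 50%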;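 note: temperature-sensitive mutant grown at 25 °C; plate controls were DMSO-treated mutant yeast for no effect and medium wells lacking yeast for full effect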
MPTP block = inhibitors of mitochondrial permeability transition pore | isolated mouse mitochondria, Ca2+ swelling absorbance, 30 min | inhibition, % at 10 µM | 360,000 tested, 1.4% active;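 active = inhibition of 50% or more, scaled per plate between neutral and stimulator controls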;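 note: 0% = DMSO wells given calcium and 100% = 1 mM EGTA wells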
tim10-1 inh = inhibits growth of tim10-1 mutant yeast | S. cerevisiae tim10-1 ts strain growth, BacTiter-Glo, 24 h | inhibition, % at 20 µM | 330,000 tested, 2.2% active | AID 463190;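 active = inhibition of at least 40%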;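 note: mutant grown at 25 °C; 0% = DMSO wells with yeast and 100% = wells holding no yeast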
NLRP3 yeast inh = inhibitors of NALP3 inflammasome in yeast. 330,000 tested, 0.39% active. AID 2825. inhibition, % at 10 µM. Yeast reconstituted NLRP3/ASC/caspase-1, beta-gal luminescence, 24 h;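 active = inhibition of 50% or more; inactive = inhibition below 50%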;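 note: plate controls were induced DMSO wells for no effect and uninduced yeast grown without galactose for full effect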
APJ ag = activates the human apelin receptor APJ. activation, % at 20 µM. 330,000 tested, 0.11% active. CHO-K1 APJ PathHunter beta-arrestin, luminescence; 0% DMSO wells, 100% apelin;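 active = activation more than six SD over the plate average, tested at 20 µM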;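 note: 0% = DMSO alone and 100% = apelin-13 at 10 nM; some results filed as inactive read as strong as hits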
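system = engineered CHO-K1 APJ arrestin reporter cells | input = 1000 cells per well | timing = overnight seeding, 90 min compound at 25 °C, 1 h detection | measured by = enzyme-fragment complementation luminescence | read-out = beta-arrestin recruitment to APJ as agonist activity, luminescent signal | control set = negative DMSO alone, positive Apelin-13 at 10 nM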
MIN6 prolif = induces beta-cell replication in MIN6 cells. MIN6 cells proliferation, ATPlite luminescence, 48 h; cells starved in 0.2% serum; 100% = growth in 10% serum. proliferation, % at 10 µM. 330,000 tested, 0.29% active. AID 2380;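 active = compounds whose signal lies at least 3.5 SD above the mean of all wells on their plate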;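 note: 0% = DMSO-treated cells in low-serum medium and 100% = 10% serum control; some compounds called inactive have numbers as strong as hits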
TIM10 inh = inhibits growth of TIM10 yeast strain; S. cerevisiae TIM10 strain growth, BacTiter-Glo luminescence, 24 h; inhibition, % at 10 µM; 330,000 tested, 1.4% active;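 active = inhibition of 40% or more at the single tested concentration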;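 note: wild-type TIM10 isogenic control strain grown at permissive 25 °C; 0% = DMSO yeast wells and 100% = minimal medium wells without yeast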
* = called active by the depositor; / = no result given.

1: CCOC(=O)CSc1nnc(CNC(=O)c2ccc(OC)cc2)n1Cc1ccccc1
2: Cc1ccc2nc(C)cc(SCC(=O)N/N=C/c3ccco3)c2c1
3: CCn1c2ccccc2c2cc(/C=N/n3cnnc3)ccc21
4: CCCC(=O)NCCCc1nc2ccccc2[nH]1
5: CC1(C)Cc2c(sc3nc[nH]c(=O)c23)CO1
6: CCCN(CC(=O)Nc1ccccc1OC)C(C)C(=O)NC(C)CCc1ccccc1 (stereo not drawn)
7: CCOc1cc(C2NC(=O)NC(C)=C2C(=O)OCc2ccccc2)ccc1O (stereo not drawn)
8: CN(C1CCCC1)C1CCN(C(=O)CNC(=O)/C=C/c2ccc(F)cc2)CC1

entry no.	1	2	3	4	5	6	7	8
GRIN3A LBD mod	-2	-1	0	1	-1	-3	-1	-4
APJ antagonist	21	8	-25	5	13	5	17	0
tim23-1 inh	1	19	24	-9	-2	22	5	9
MPTP block	0.6	-0.5	1.6	-0.7	-1.1	0.3	0.6	21
tim10-1 inh	20	12	32	-17	17	25	17	-5
NLRP3 yeast inh	14	3	31	11	12	18	16	13
APJ ag	1	6	2	-6	-2	-4	-2	1
MIN6 prolif	0	2	-3	2	2	-2	1	0
TIM10 inh	2	3	14	-10	-4	4	7	9

Values in list order from the entries so far:
NLRP3 yeast inh for entries 1 to 8: 14, 3, 31, 11, 12, 18, 16, 13

(listing goes on)
9: CC(C)(O)C#Cc1ccc(CN2CCN(CCc3ccccc3)C(CCO)C2)s1 (stereo not drawn)
10: COc1cccc(CNC(=O)Cn2nc(C)c([N+](=O)[O-])c2C)c1
11: CCCCN(C(=O)c1ccc(NC2CC2)c([N+](=O)[O-])c1)c1c(N)n(CCCC)c(=O)[nH]c1=O
12: CC(C)(C)Nc1nc(SCC(=O)Nc2ccccc2Cl)nc(N2CCOCC2)n1
13: O=C(COC(=O)c1cnccn1)Nc1ccc(Cl)cc1C(F)(F)F
14: O=C(CN1C(=O)C2CC=CCC2C1=O)NC1CCCCC1 (stereo not drawn)
15: Cc1cccc(NC(=O)CSc2nc3c(oc4ccccc43)c(=O)n2-c2ccccc2)c1
16: CN1CCN(CCOc2ccc(-c3ccccc3)cc2)CC1

entry no.	9	10	11	12	13	14	15	16
GRIN3A LBD mod	0	-2	-2	17*	-2	0	2	-1
APJ antagonist	-1	-4	25	1	15	-3	5	-5
tim23-1 inh	9	16	25	40	8	5	20	17
MPTP block	7.0	-0.2	2.0	-0.4	-0.1	-0.5	0.7	1.8
tim10-1 inh	13	10	6	29	-9	5	17	30
NLRP3 yeast inh	2	0	19	9	-7	-7	-1	9
APJ ag	-2	2	-2	-3	10	-1	-3	-3
MIN6 prolif	-1	0	3	-5	1	-3	0	-2
TIM10 inh	5	-8	7	13	0	0	10	-6

The final 4 entries of the part before come first, to join the parts.
13: O=C(COC(=O)c1cnccn1)Nc1ccc(Cl)cc1C(F)(F)F
14: O=C(CN1C(=O)C2CC=CCC2C1=O)NC1CCCCC1 (stereo not drawn)
15: Cc1cccc(NC(=O)CSc2nc3c(oc4ccccc43)c(=O)n2-c2ccccc2)c1
16: CN1CCN(CCOc2ccc(-c3ccccc3)cc2)CC1
17: Cc1nn(CCOc2ccccc2)c(=O)n1-c1c(F)cccc1F
18: O=C(CCn1c(=S)oc2ccccc21)Nc1ccc(F)cc1
19: COC(=O)C1=NNC(C(=O)c2ccco2)C1c1ccc(OC)cc1 (stereo not drawn)
20: O=C(CSc1nnc(-c2cccs2)o1)OC1CCCCC1
21: CSc1ccc(CNC2CC2)cc1
22: S=C(NCc1ccncc1)NC1CCCCC1
23: c1ccc(N2CCN(c3cnc4ccccc4n3)CC2)cc1
24: CC(C)[C@@]1(c2ccccc2)ON(c2ccccc2C(F)(F)F)C1=O

entry no.	13	14	15	16	17	18	19	20	21	22	23	24
GRIN3A LBD mod	-2	0	2	-1	1	4	1	0	0	-1	1	/
APJ antagonist	15	-3	5	-5	17	6	27	7	0	-5	3	9
tim23-1 inh	8	5	20	17	14	3	0	24	14	-2	12	6
MPTP block	-0.1	-0.5	0.7	1.8	-0.3	2.4	-2.0	-0.4	-0.4	-1.2	-8.0	/
tim10-1 inh	-9	5	17	30	20	5	3	29	13	6	-5	-46
NLRP3 yeast inh	-7	-7	-1	9	3	2	21	6	1	-7	36	3
APJ ag	10	-1	-3	-3	-4	-3	-5	0	-3	-2	-4	-4
MIN6 prolif	1	-3	0	-2	-2	-3	-2	-1	-3	4	-2	-2
TIM10 inh	0	0	10	-6	6	5	-4	13	14	-3	-3	1

25: COc1ccc(CN2C(=O)c3ccccc3C2=O)cc1C(=O)OC(C)C(=O)NC(N)=O (stereo not drawn)
26: Cc1c(O)c(S(=O)(=O)c2ccccc2)c(=O)n(-c2ccccc2)c1-c1ccccc1
27: CCCC(=O)N1CCc2cc(OC)c(OC)cc2C1COc1ccccc1OC (stereo not drawn)
28: CC(=O)c1sc(-c2ccccc2)cc1N
29: O=C(C1CCN(S(=O)(=O)c2cnc[nH]2)CC1)N1CCn2c1nc1ccccc12
30: O=C(CN1C(=O)CSC1=O)NCc1ccccc1
31: C[C@@H](C(=O)N1CCN(C(=O)OC(C)(C)C)CC1)n1cc(CCCN=C(NC(=O)OC(C)(C)C)NC(=O)OC(C)(C)C)nn1
32: CCOc1cc(N2CCOCC2)c(OCC)cc1NS(=O)(=O)c1cc(NC(C)=O)ccc1OC

entry no.	25	26	27	28	29	30	31	32
GRIN3A LBD mod	0	-3	-3	3	-10	-1	-1	-1
APJ antagonist	15	40	-23	0	61*	-12	-42	-28
tim23-1 inh	2	25	17	2	8	8	14	0
MPTP block	1.5	1.4	-0.4	0.6	-1.0	-3.0	-0.7	0.5
tim10-1 inh	13	-1	18	11	-1	15	6	-10
NLRP3 yeast inh	14	8	16	9	24	3	8	15
APJ ag	-2	1	-3	0	-14	-1	-5	4
MIN6 prolif	-3	0	-3	0	0	2	-6	0
TIM10 inh	-13	8	-2	12	-11	6	4	16

Exported tab-delimited: entries from further up.
no.	compound	GRIN3A LBD mod	APJ antagonist	tim23-1 inh	MPTP block	tim10-1 inh	NLRP3 yeast inh	APJ ag	MIN6 prolif	TIM10 inh
31	C[C@@H](C(=O)N1CCN(C(=O)OC(C)(C)C)CC1)n1cc(CCCN=C(NC(=O)OC(C)(C)C)NC(=O)OC(C)(C)C)nn1	-1	-42	14	-0.7	6	8	-5	-6	4
32	CCOc1cc(N2CCOCC2)c(OCC)cc1NS(=O)(=O)c1cc(NC(C)=O)ccc1OC	-1	-28	0	0.5	-10	15	4	0	16

(list continues)
33: CCOC(=O)c1cnn(-c2ncnc3sc(C)c(C)c23)c1N
34: CCOC(=O)c1cnc(-n2cc(C)cn2)nc1NCc1ccc2c(c1)OCO2
35: O=C(Nc1ccc(Cc2ccncc2)cc1)c1ccco1
36: COc1cccc(NC(=O)C2CC2(c2cccc(OC)c2)c2cccc(OC)c2)c1 (stereo not drawn)
37: CCC(=O)Nc1cccc2ccccc12
38: COc1ccc(CNC(=O)CCn2c(=O)oc3ccccc32)c(OC)c1
39: CC1=CCC(C(=O)O)C(C(=O)O)C1 (stereo not drawn)
40: CCN(C(=O)CCS(=O)(=O)c1ccc2c(c1)oc(=O)n2C)c1ccc(OC)cc1

entry no.	33	34	35	36	37	38	39	40
GRIN3A LBD mod	-4	2	0	-14	0	0	-1	0
APJ antagonist	17	9	3	-1	0	11	7	0
tim23-1 inh	0	21	-6	25	5	4	1	-4
MPTP block	-0.9	-1.1	-4.8	2.3	-1.4	0.6	0.1	-0.1
tim10-1 inh	6	34	-18	29	-12	11	5	-3
NLRP3 yeast inh	33	24	10	5	4	-6	15	23
APJ ag	-5	-4	-3	2	-1	-3	0	2
MIN6 prolif	-2	-3	-2	0	-4	-1	-3	-3
TIM10 inh	-6	16	-3	11	3	3	-30	-2

41: O=C(COc1ccc2ccc(=O)oc2c1)NCc1ccccn1
42: COc1ccc(N2CCN(C(=O)Cn3c(=O)c4cccn4c4cccnc43)CC2)cc1
43: COc1cc(/C=N/Nc2ccccc2[N+](=O)[O-])cc(OC)c1O
44: O=C(OCC(=O)N1CCCCC1)c1ccc2ccccc2n1
45: COc1ccc(S(=O)(=O)NNC(=O)C2Cc3c(ccc4ccccc34)O2)cc1 (stereo not drawn)
46: C=C(C)Cn1c(=O)c(NC(=O)c2ccccc2)c2n(c1=S)CCC2
47: CCC1CCCCN1CCCNC(=O)CSc1nc2nc(C)c(Cc3ccccc3Cl)c(C)n2n1 (stereo not drawn)
48: O=C(CNC(=O)C12CC3CC(CC(C3)C1)C2)Nc1ncccc1O

entry no.	41	42	43	44	45	46	47	48
GRIN3A LBD mod	0	-1	-9	-2	-1	0	-3	-3
APJ antagonist	0	6	13	4	9	-3	12	17
tim23-1 inh	-1	2	6	9	10	-3	0	14
MPTP block	-2.1	1.4	3.2	0.6	80*	-2.2	-0.9	-0.5
tim10-1 inh	-7	-2	30	4	16	-1	-8	10
NLRP3 yeast inh	16	19	19	12	-1	10	16	2
APJ ag	-4	-1	1	-2	6	-6	0	-3
MIN6 prolif	-4	0	-3	1	-4	-1	1	0
TIM10 inh	-5	4	6	6	14	-8	7	-1

49: COc1ccccc1/C=C/C(=O)NCC(=O)N/N=C(\CCC(=O)O)c1ccccc1
50: Cc1cc(OCC(=O)Nc2ccc(CN3CCCCC3)cc2)ccc1Cl
51: CCC(=O)NC(=S)NNC(=O)COc1ccc(Br)cc1
52: CCOC(=O)C1=C(C)NC(SC)=NC1c1ccccc1 (stereo not drawn)
53: O=C(CN1CCN(c2ccc(Cl)cc2)CC1)Nc1cccc(F)c1
54: COc1ccc(-c2nnc(SCc3cc(C)cc(C)c3)o2)cc1
55: O=C(O)c1cccc(Nc2nc(C(F)(F)F)nc3ccccc23)c1
56: O=C(CN1CCN(S(=O)(=O)c2ccc(Br)cc2)CC1)N/N=C/c1ccccc1C(=O)O

entry no.	49	50	51	52	53	54	55	56
GRIN3A LBD mod	1	-2	-1	3	-5	3	-16	-2
APJ antagonist	18	0	11	12	7	12	-18	7
tim23-1 inh	5	-18	-49	-11	38	3	6	-10
MPTP block	2.5	63*	0.5	-2.0	-1.2	2.0	-1.4	-2.3
tim10-1 inh	4	-23	10	2	32	12	-5	1
NLRP3 yeast inh	14	35	32	-14	17	29	3	-1
APJ ag	-4	-2	-3	6	-1	-2	-1	-1
MIN6 prolif	3	2	-2	-2	-3	-2	-2	0
TIM10 inh	5	-28	10	9	22	8	3	5

57: O=C(COC(=O)c1ccc2c(c1)OCCO2)NCCC1=CCCCC1
58: Cc1nn(-c2ccccc2)c(C)c1/C=N/n1cnnc1
59: CCCOc1ccc2ccccc2c1/C=C1\SC(=O)NC1=O
60: Cc1cc2cc(C#N)c(N3CCN(S(C)(=O)=O)CC3)nc2cc1C

entry no.	57	58	59	60
GRIN3A LBD mod	-5	-6	-8	-3
APJ antagonist	16	-13	5	11
tim23-1 inh	11	1	55*	30
MPTP block	-3.0	-1.7	5.3	-0.4
tim10-1 inh	4	5	20	14
NLRP3 yeast inh	26	4	-29	14
APJ ag	0	-3	-3	0
MIN6 prolif	-1	-1	-4	5
TIM10 inh	-3	-1	8	14
